Compound activity from PubChem BioAssay.
MT1-MMP act inh: blockers of MT1-MMP proenzyme processing, primary screen, HT1080 RFP-PRO-GFP cells, GFP/RFP fluorescence; GFP/RFP ratio fluorescence, overnight; percent of plate control window, DMSO zero; GFP/RFP ratio change, % at 20 µM; hit rate 0.061% among 360,000; AID 651647, 2012;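 active means GFP/RFP ratio change of at least 30% with cell ATP level not reduced by more than half and red fluorescence within 50% of control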; further: strong numbers were not always called active
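Assay system – RFP-PRO-GFP reporter HT1080 cells · Compound dosing – single dose of 20 µM compound, 1% DMSO final · Incubation – overnight compound exposure at 37 °C · Measure – GFP/RFP fluorescence ratio · Benchmarks – DMSO wells and RFP-L50D-GFP cells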
E coli Lon inh: inhibitors of E. coli Lon protease, primary screen, biochemical, fluorescence polarization | AID 602123, 2011 | inhibition, % at 7.94 µM | hit rate 0.42% among 360,000 | purified E. coli Lon protease | P0A9M0; in the data active means inhibition above about 13%, passing the limit was not always enough;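 further: 0% = enzyme with probe and DMSO and 100% = no enzyme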
Target sequence (P0A9M0 whole entry, looked up): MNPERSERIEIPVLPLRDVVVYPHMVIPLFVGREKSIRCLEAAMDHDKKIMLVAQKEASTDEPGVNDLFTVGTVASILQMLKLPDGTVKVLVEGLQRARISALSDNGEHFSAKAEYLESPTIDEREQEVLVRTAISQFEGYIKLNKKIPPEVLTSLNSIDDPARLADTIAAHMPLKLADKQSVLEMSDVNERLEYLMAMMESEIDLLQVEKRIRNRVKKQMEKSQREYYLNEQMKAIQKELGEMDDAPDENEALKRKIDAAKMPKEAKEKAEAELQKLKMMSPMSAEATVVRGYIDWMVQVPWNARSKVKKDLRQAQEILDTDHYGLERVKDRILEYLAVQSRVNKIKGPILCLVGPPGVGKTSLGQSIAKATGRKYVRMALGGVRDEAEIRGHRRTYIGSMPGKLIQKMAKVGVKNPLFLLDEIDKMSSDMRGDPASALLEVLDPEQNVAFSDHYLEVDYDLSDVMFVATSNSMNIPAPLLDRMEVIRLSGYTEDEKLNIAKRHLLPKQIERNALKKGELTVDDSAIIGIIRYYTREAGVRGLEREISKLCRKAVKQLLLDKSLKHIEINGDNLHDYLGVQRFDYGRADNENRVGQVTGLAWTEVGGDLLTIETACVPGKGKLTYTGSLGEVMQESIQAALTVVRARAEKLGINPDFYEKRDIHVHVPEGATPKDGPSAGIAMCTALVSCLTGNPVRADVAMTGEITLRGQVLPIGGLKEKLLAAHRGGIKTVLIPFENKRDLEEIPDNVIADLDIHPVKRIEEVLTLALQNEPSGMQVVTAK
PABP1 MLLE inh: inhibitors of PABP1 MLLE–PAM2 peptide binding, primary screen, biochemical, fluorescence polarization, FITC-PAM2, GST-MLLE. Polyadenylate-binding protein 1 (Homo sapiens), P11940. inhibition, % at 20 µM. hit rate 0.36% among 360,000; in the data active means inhibition above about 35%, passing the limit was not always enough;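 further: plate controls were DMSO wells with GST-MLLE for no effect and wells lacking GST-MLLE protein for full effect; some results filed as inactive read as strong as hits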
bovine MsrA act: bovine MsrA enzyme activators, primary screen, biochemical, absorbance, HTS. hit rate 0.3% among 360,000. purified bovine MsrA, absorbance read-out. activation, % at 10.6 µM; in the data active means activation above about 7.5%;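 further: 0% = vehicle and 100% = reference activator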
MsrA inhibitor: bovine MsrA enzyme inhibitors, primary screen, biochemical, absorbance, HTS | hit rate 0.75% among 360,000 | purified bovine MsrA, absorbance read-out | inhibition, % at 15.5 µM | AID 651718, 2012 | Methionine sulfoxide reductase A (Bos taurus); in the data active means inhibition above about 4.5%;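 further: 0% = vehicle wells with enzyme and 100% = reference inhibitor wells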
FAS TE block: FAS thioesterase domain inhibitors, primary screen, biochemical, fluorescence intensity, uHTS; Fatty acid synthase (Homo sapiens), P49327; recombinant FAS-TE, OMFH fluorogenic substrate, fluorescence endpoint; inhibition, % at 15 µM; hit rate 0.67% among 360,000;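 active means compounds whose normalised, plate-corrected inhibition of enzyme fluorescence in the single-dose primary screen is 50% or more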;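 further: 0% = DMSO with enzyme and 100% = substrate without enzyme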
SKN-1 inh: suppressors of acrylamide-induced Pgst-4::GFP reporter in worms, primary screen, SKN-1 inhibitor project, whole organism, uHTS, GFP/RFP fluorescence ratio, strain VP596; C. elegans VP596 Pgst-4::GFP/RFP ratio, 24 h; AID 624304, 2012; inhibition, % at 21.8 µM; hit rate 0.49% among 360,000;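 active means interference check ratio from 0.5 to 1.5 plus GFP to RFP signal ratio inhibition reaching or exceeding a fixed threshold, cut at about 30% in these data, passing the limit was not always enough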; further: some compounds called inactive have numbers as strong as hits
NRP1-CendR mod: modulators of CendR peptide binding to NRP-1, primary screen, biochemical, fluorescence polarization, uHTS. FAM-RPARPAR peptide binding to NRP-1. hit rate 0.85% among 360,000. Neuropilin-1 (Homo sapiens), O14786. inhibition, % at 25 µM;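 active means inhibition or corrected inhibition above about 18%, plus a signal ratio from 0.5 to 1.5, limit read from the data, passing the limit was not always enough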; further: strong numbers were not always called active
Tb MetRS inh: T. brucei MetRS inhibitors, primary screen, biochemical, luminescence; hit rate 0.4% among 360,000; purified T. brucei MetRS, ATP depletion, Kinase-Glo luminescence; inhibition, % at 11.9 µM; AID 624268, 2012;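 active means inhibition above a per-plate cutoff of the control wells' mean inhibition plus 3 SD, cut at about 5.5% in these data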;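 further: 0% = DMSO wells median and 100% = median of wells with control inhibitor compound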
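Measured by: Kinase-Glo luciferase luminescence reporting remaining unconsumed ATP. Material: purified T. brucei MetRS enzyme. Doses: 11.9 µM compound single dose, 0.9% DMSO. Medium: HEPES buffer containing pyrophosphatase, BSA, spermine, DTT. Times: 15 min preincubation, 2 h reaction, all 25 °C. Reagent: methionine, ATP and bulk E. coli tRNA.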
An asterisk follows results filed as active; . = not tested or not shown.

SMILES	MT1-MMP act inh	E coli Lon inh	PABP1 MLLE inh	bovine MsrA act	MsrA inhibitor	FAS TE block	SKN-1 inh	NRP1-CendR mod	Tb MetRS inh
CCCC(=O)Nc1c(O)c2ccccc2[nH]c1=O	-6	2	9	3	-1.0	-1	33	-6	-1.2
COc1cc(C(=O)Nc2ccc(S(=O)(=O)Nc3onc(C)c3C)cc2)cc(OC)c1OC	7	0	1	-1	-0.2	0	12	-3	-1.8
COc1ccc(N2CCN(C(=O)Oc3ccc([N+](=O)[O-])cc3)CC2)cc1	2	-1	.	-2	0.1	8	11	8	0.0
CCOc1ccccc1N1CCN(Cc2ccc(OC)c(OC)c2OC)CC1	-7	-5	-3	-4	0.3	-5	4	-12	-0.9
Cc1nc2ncnn2c(C)c1CCC(=O)NCCC1=CCCCC1	0	-1	-6	-1	-0.5	-5	8	23	0.0
O=C(CSc1nnc2ccccn12)c1ccc(Cl)cc1	-1	-7	-7	-2	0.7	-2	-5	-5	-0.6
COC(=O)C[C@@H]1C=C[C@@H](NC(=O)NC2CCCC2)[C@@H](CO)O1	-1	.	.	.	-0.2	.	3	-20	-0.4
Cc1nc(NC(=S)NC(=O)c2ccccc2)sc1C(=O)N(C)C	6	2	42*	-1	3.8	-4	-22	5	-0.1
CCC(NC(=S)NC1CCCCC1)c1ccc(C(C)C)cc1 (stereo not given)	0	-2	-53	-4	-2.4	15	9	9	-0.2
COc1cccc(OC)c1C(=O)N1CCN(Cc2c[nH]c3ccccc23)CC1	-2	-13	-18	0	-0.9	-10	-1	-11	0.4
COCCn1c(SCC(=O)Nc2sccc2C(N)=O)nc2cc(Cl)ccc2c1=O	-8	7	-10	-1	0.6	8	34	-14	-0.2
CCn1c(CSc2nc3ccccc3s2)nnc1SCC(=O)c1ccc(Cl)cc1	-1	-4	-54	-10	0.4	12	-9	-7	-2.2
Cc1ccc2c(c1)c(Sc1ccccc1)c(CC(=O)O)n2C	-2	5	18	-5	-1.8	-10	0	-12	0.3
CCc1nc2oc3ccccc3c(=O)c2c(=O)n1CCOC	1	-11	2	-9	-0.3	-10	-12	0	-1.6
CN(C)S(=O)(=O)c1ccc(N2CCCC2)c(C(=O)Nc2nc(-c3ccc(F)c(F)c3)cs2)c1	-1	-2	3	-4	-0.4	7	11	6	0.3
COc1ccc(/C=N/n2cc(-c3ccc(OC)cc3)nc2N)cc1	-10	-15	-26	-9	.	-11	6	-19	-1.0
O=C(Nc1ccccc1)C1=C[C@@H](c2coc3ccccc3c2=O)C[C@@H](OCCCCO)O1	2	-3	1	-6	1.4	-9	-4	-7	-0.5
O=S(=O)(c1ccc(N2CCOCC2)nc1)N1CCOCC1	8	4	5	-2	0.4	-4	9	13	-0.7
Cc1cc(C)c(C#N)c(SCC(=O)Nc2nnc(-c3ccccc3)s2)n1	1	-6	3	-4	0.6	-3	-3	2	0.1
CCN(CC)CC(=O)N1c2ccccc2Sc2ccc(Cl)cc21	-1	-5	2	-1	0.8	-5	5	3	-0.2
CCN(CC)c1nc(N)c2c(N)nc3c(c2c1C#N)CC(c1ccccc1)O3 (stereo not given)	-7	-21	40	-1	6.3*	12	16	-13	-0.5
Cc1c(NC(=O)CSc2nnc(C(C)Oc3ccc(Cl)cc3)n2-c2ccccc2)c(=O)n(-c2ccccc2)n1C (stereo not given)	1	-7	-27	0	1.2	-34	5	-1	-0.5
COc1ccc(-c2cn(CCO)c(-c3ccncc3)n2)cc1	1	-11	8	-1	-0.2	-4	14	4	-0.2
CC(=O)CS(=O)(=O)c1ccc(Oc2ccc(S(=O)(=O)CC(C)=O)cc2)cc1	-1	-5	12	-6	0.9	-10	1	-2	-0.8
CN(CCOC(=O)c1ccccc1)Cc1ccccc1	3	1	0	-3	-0.3	-5	6	-6	-0.8
O=C(c1ccc2ccccc2c1)C1CCCN(C(=O)c2cnccn2)C1 (stereo not given)	-3	-4	-9	-2	-0.3	-5	-4	-1	-0.4
CC(OC(=O)CCN1C(=O)c2cccc([N+](=O)[O-])c2C1=O)C(=O)Nc1cc(Cl)cc(Cl)c1 (stereo not given)	0	7	-37	-2	-0.2	18	5	4	1.1
CCOc1ccc(C(=O)NCC(=O)NNC(=O)C2COc3ccccc3O2)cc1OCC (stereo not given)	-1	-5	-1	-7	1.7	-4	-13	-6	-0.3
CCOc1cc2[nH]c(=O)n(CCCCC(=O)N3CCCCCC3)c(=O)c2cc1OCC	-5	-13	-2	4	0.2	-7	-7	0	-0.8
O=C(NCCO)c1nc(NCCO)c2ccccc2n1	3	4	9	-5	0.6	-10	1	9	-0.1
CCOc1ccc2ccccc2c1/C=N/NC(=O)c1cc(C)[nH]n1	3	-4	1	-3	0.4	-1	3	-1	-0.5
CC(C)Nc1nc2nonc2nc1Nc1ccccc1	1	0	-2	-1	0.8	0	-4	-6	1.3
COc1ccccc1N1CCN(S(=O)(=O)c2cc3c(cc2C)NC(=O)CO3)CC1	-3	2	7	-3	0.1	22	-4	-2	0.1
Cc1cccc(C(=O)Nc2cccc(C(=O)NC3CCCC3)c2)c1	1	-2	1	-5	0.1	2	-5	8	-0.6
O=C(CCC(=O)N(CC(=O)NC1CCCCC1)c1ccc2c(c1)OCO2)Nc1ccccn1	-4	-5	1	-9	-0.5	7	17	3	-1.1
CCCC1C(=O)N(c2ccccc2)C1c1ccccc1 (stereo not given)	-2	-7	6	-8	-0.3	16	15	7	-0.9

Entries of single compounds, looked up by structure. Values in the order: MT1-MMP act inh | E coli Lon inh | PABP1 MLLE inh | bovine MsrA act | MsrA inhibitor | FAS TE block | SKN-1 inh | NRP1-CendR mod | Tb MetRS inh
CC(OC(=O)CCN1C(=O)c2cccc([N+](=O)[O-])c2C1=O)C(=O)Nc1cc(Cl)cc(Cl)c1 (stereo not given) reads 0 | 7 | -37 | -2 | -0.2 | 18 | 5 | 4 | 1.1
O=C(CCC(=O)N(CC(=O)NC1CCCCC1)c1ccc2c(c1)OCO2)Nc1ccccn1 reads -4 | -5 | 1 | -9 | -0.5 | 7 | 17 | 3 | -1.1
COc1ccccc1N1CCN(S(=O)(=O)c2cc3c(cc2C)NC(=O)CO3)CC1 reads -3 | 2 | 7 | -3 | 0.1 | 22 | -4 | -2 | 0.1
O=C(NCCO)c1nc(NCCO)c2ccccc2n1 reads 3 | 4 | 9 | -5 | 0.6 | -10 | 1 | 9 | -0.1

Next section.
SMILES	MT1-MMP act inh	E coli Lon inh	PABP1 MLLE inh	bovine MsrA act	MsrA inhibitor	FAS TE block	SKN-1 inh	NRP1-CendR mod	Tb MetRS inh
CCOc1cc(/C=C2\N=C(SC)SC2=O)cc([N+](=O)[O-])c1OC(C)=O	0	-20	17	-3	.	3	23	0	-1.2
NS(=O)(=O)c1ccc(CNc2ncnc3sccc23)cc1	1	-21	-24	-2	1.8	-6	-12	-12	2.1
CN1CCN(CCC(=O)N/N=C/c2cc([N+](=O)[O-])ccc2O)CC1	0	5	2	-3	2.2	4	1	-14	-0.3
O=C(O)CCCC(=O)N1CC(=O)Nc2ccccc21	0	-4	-1	1	-0.1	-6	-13	-1	0.1
COc1ccc(NC(=O)N2CCN(C(=O)C(Cc3ccc(F)cc3)NC(C)=O)CC2)cc1 (stereo not given)	4	8	-3	-9	-0.8	0	2	11	-0.5
Cc1ccc(NC(=O)C2CCCN2C(=O)NC2CCCCC2)cc1 (stereo not given)	0	4	4	-2	0.4	3	6	6	-0.6
Cc1ccc(C)c(S(=O)(=O)N2CCN(CC(=O)NC(C)c3ccccc3)CC2)c1 (stereo not given)	-3	-3	-27	-1	2.4	2	12	1	-0.5
CC1CCCN(S(=O)(=O)c2cc(C(=O)NCc3ccco3)ccc2Cl)C1 (stereo not given)	6	1	-6	-4	0.0	13	6	-16	-0.5
COc1cccc2c1C(=O)CC2NC(=O)C(F)(F)F (stereo not given)	-5	1	-19	-11	0.8	-12	-17	-18	-0.9
O=C(C1CCN(S(=O)(=O)c2ccccc2)CC1)N1CCN(c2ccccc2F)CC1	-1	-11	2	-4	0.2	5	-2	3	-0.3
O=C(Nc1ccc(OCc2ccccc2)cc1)Nc1ccccc1C(=O)NCCCN1CCOCC1	-2	6	-3	-1	-1.0	5	7	16	-0.2
O=C1/C(=C/c2ccc(F)cc2)SC(=S)N1Nc1ncc(C(F)(F)F)cc1Cl	2	0	-120	-12	-0.7	6	8	0	-1.2
CCOC(=O)/C=C1\SCC(=O)N1CC(=O)NCCOC	8	-6	-10	-7	2.6	-6	-4	-3	-0.6
Cc1[nH]c(=S)c(C#N)c(C)c1CC(=O)c1ccc(Br)cc1	-3	-2	19	2	0.8	29	-26	9	-0.1
O=C(CSc1nc(-c2ccc(F)cc2)cc(C(F)(F)F)n1)NCc1ccco1	-3	0	15	-11	-0.3	-3	-26	-7	-0.8
CN(C)CCCSc1nc(-c2ccccc2)nc2c1CCC2	-17	-6	0	-1	-0.9	-5	-1	16	-0.9
COC(=O)NC(=S)Nc1ccc(Oc2ccc(Cl)cc2)c(Cl)c1	-1	-6	22	-2	2.5	17	5	-1	-0.8
CC(C)c1ccc(NCCC(=O)c2cccs2)cc1	5	-2	3	-2	0.1	17	11	13	-0.3
Cc1nc([N+](=O)[O-])c(C(=O)OCc2ccc(C#N)cc2)n1C	-4	4	4	-1	1.4	2	5	-10	0.7
O=S(=O)(c1ccccc1)N1CCN=C1SCc1cccnc1	4	-7	22	0	-0.2	-14	7	4	-0.8
CCN(C(=O)COC(=O)C1CCN(S(=O)(=O)c2ccc3c(c2)OCCO3)CC1)C1CCS(=O)(=O)C1 (stereo not given)	3	10	0	-3	-0.5	-3	-5	-6	-0.3
COc1cc(OC)c(OC)cc1CN1CCN(c2ccc(F)cc2)CC1	1	-8	-7	-3	0.8	-5	-7	-9	-0.7
COC(=O)C1CSC(C)(C)C(=O)N1 (stereo not given)	2	-6	10	-1	-0.9	-5	15	-2	-0.8
O=C(CCn1c(=O)oc2ccccc21)NCCCN1CCN(c2ccc(F)cc2)CC1	0	-4	-9	1	-1.0	-6	-33	-5	0.0
COc1ccc(CCNc2ncnc3c2oc2ccccc23)cc1OC	-3	-7	20	-7	-0.5	-5	12	17	-1.1
COc1cccc(N2C(=O)CC(Sc3nc(C)cc(C)n3)C2=O)c1 (stereo not given)	2	-14	11	-4	0.5	-7	16	-4	-0.5
CCOc1ccc(NS(=O)(=O)c2ccc(C(=O)NCC(c3ccccc3OC)N3CCCC3)cc2)cc1 (stereo not given)	1	-11	-9	0	-1.2	-8	0	3	-0.1
CCCCCC1CC1C(=O)N/N=C/c1ccc(N(C)C)cc1 (stereo not given)	0	1	-6	1	1.0	6	-4	2	-0.7
O=S1(=O)CCN(C(CCO)c2cccc(C(F)(F)F)c2)CC1 (stereo not given)	-2	3	12	-3	0.1	2	-9	17	-0.3
